Assay outcomes as filed in PubChem.
Mcl-1 Bim block: human Bim-Mcl-1 interaction inhibition | inhibition, % at 10 µM | Q07820 | AID 1009 | 0.1% of 190,000 active | Bead-based flow cytometry, Bim peptide-Mcl-1 binding; in the data active = inhibition above about 40%;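 note: 0% = no compound tracer wells and 100% = peptide blocker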
Target sequence (Q07820 whole entry, looked up): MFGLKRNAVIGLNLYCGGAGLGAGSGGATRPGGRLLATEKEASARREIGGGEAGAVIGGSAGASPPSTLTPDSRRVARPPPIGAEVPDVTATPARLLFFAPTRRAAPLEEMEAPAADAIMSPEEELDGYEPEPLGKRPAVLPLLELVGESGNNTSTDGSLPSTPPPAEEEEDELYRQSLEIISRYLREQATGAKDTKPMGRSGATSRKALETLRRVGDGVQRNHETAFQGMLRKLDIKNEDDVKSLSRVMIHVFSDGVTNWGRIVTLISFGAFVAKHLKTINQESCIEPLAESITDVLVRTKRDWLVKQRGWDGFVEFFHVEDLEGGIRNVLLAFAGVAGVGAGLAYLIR
Pf gamet viab: inhibitors of late stage P. falciparum gametocyte viability; P. falciparum stage V gametocytes, ATP luminescence, 24 h; inhibition, % at 10.9 µM; 0.065% of 150,000 active; AID 743093;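 active = inhibition above the mean plus 3 SD of compounds within the control limits, set per campaign, cut at about 38% in these data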;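 note: 0% = DMSO wells and 100% = medium only without gametocytes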
Rab7 wt modul: dog Rab7 wildtype GTP binding, inhibitors and activators; AID 758; GTP binding activity (percent of control), % at 10 µM; 0.055% of 190,000 active; GST-Rab7 beads, fluorescent GTP binding, flow cytometry; actives lie on both sides; untreated = 100%, excess cold GTP = 0%;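 active = fluorescent GTP binding to Rab7 beads changed by at least 20 points from the 100% baseline, either direction, mostly lower; inconclusive = compound itself probably fluorescent, or too few beads counted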;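 note: median green fluorescence of bound Bodipy-FL-GTP per Rab7 bead population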
Rac1 wt modul: alters GTP binding to wildtype human Rac1; 0.27% of 190,000 active; GST-Rac1 beads, fluorescent GTP binding, flow cytometry; actives lie on both sides; 0 = cold GTP competed, 100 = untreated; P63000; AID 757; GTP binding activity (% of control), % at 10 µM;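 active = GTP binding activity at least 20 points away from the 100% control level, either lower or higher; inconclusive = compound flagged as likely green fluorescent, judged across all proteins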
HRas wt GTP: modulators of GTP binding to human HRas wildtype. GST-Ras wt beads, Bodipy-FL-GTP binding, flow cytometry; actives lie on both sides. 0.14% of 190,000 active. GTP binding activity, % at 10 µM;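 active = GTP binding activity at least 20% away from the 100% baseline, either lowered as inhibitor or raised as activator; inconclusive = flagged as likely green fluorescent, judged across all proteins in the well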;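 note: 0% = unlabeled GTP competition control and 100% = no-compound control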
Target sequence (P01112 whole entry, looked up): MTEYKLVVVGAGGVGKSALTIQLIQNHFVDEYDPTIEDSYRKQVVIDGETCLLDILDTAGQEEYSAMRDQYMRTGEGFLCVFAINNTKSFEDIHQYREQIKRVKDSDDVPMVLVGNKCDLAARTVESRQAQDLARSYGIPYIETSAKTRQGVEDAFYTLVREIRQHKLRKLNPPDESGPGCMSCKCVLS
Rac1 mut GTP: human Rac1 activated mutant GTP binding change; GST-Rac1 activated beads, fluorescent GTP binding, flow cytometry; actives lie on both sides; 100% means binding = to untreated wells; AID 764; 0.11% of 190,000 active; percent activity (GTP binding), % at 10 µM; P63000;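 active = GTP binding at least 20 percentage points away from the 100% baseline, in either direction, so actives lie on both sides; inconclusive = Compound likely fluorescent itself, or too few beads counted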
Avidin bead fluor: avidin bead compound fluorescence profile | Avidin beads, compound fluorescence 488/530 nm, flow cytometry; stronger effect = higher value | fluorescence (KMESF) at 10 µM | 0.38% of 220,000 active | AID 1775; in the data active = fluorescence above about 47; note: inactives centre near 10
Rab2 wt GTP: changes GTP binding to wildtype dog Rab2A, up or down; GST-Rab2 wt beads, Bodipy-GTP binding, flow cytometry; GTP binding activity, % at 10 µM; 0.19% of 190,000 active; AID 760; P61105;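 active = GTP binding activity at least 20 points away from 100%, either lowered or raised; inconclusive = signal likely due to the compound's own green fluorescence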;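 note: 0% = beads with excess unlabeled GTP and 100% = no-compound control corrected for plate trend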
Mcl1-Bid inh: Mcl-1/Bid interaction inhibition. Q07820. 0.97% of 220,000 active. TR-FRET Mcl-1/Bid-Dy647 peptide binding, 1536-well. inhibition, % at 21.7 µM;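 active = compounds that cut the binding signal by more than half at the single screening dose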;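 note: His-tagged Mcl-1 with europium anti-His antibody binding Bid BH3 peptide; 0% = Mcl-1 plus peptide wells and 100% = peptide-only wells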
Cdc42 wt GTP: modulators (inhibitors or activators) of GTP binding to human Cdc42 wildtype. P60953. GST-Cdc42 beads, Bodipy-GTP binding, flow cytometry; actives lie on both sides. percent activity (GTP binding), % at 10 µM. 0.2% of 190,000 active. AID 761;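 active = percent activity GTP binding at least 20 points away from the 100% baseline, either down as inhibitor or up as activator; inconclusive = compound flagged as likely green fluorescent from well-wide comparison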;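 note: median bead fluorescence of bound Bodipy-FL-GTP at 100 nM; 0% = excess unlabeled GTP control and 100% = no compound control; below 100% means less GTP binding so inhibitor and above means activator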
Target sequence (P60953 whole entry, looked up): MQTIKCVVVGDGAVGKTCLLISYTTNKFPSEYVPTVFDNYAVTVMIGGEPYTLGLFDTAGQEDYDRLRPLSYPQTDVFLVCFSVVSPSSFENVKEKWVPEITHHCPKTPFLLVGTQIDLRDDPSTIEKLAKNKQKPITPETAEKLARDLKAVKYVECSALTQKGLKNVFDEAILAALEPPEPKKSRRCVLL
Mcl1 Noxa PPI: disrupts binding of human Mcl-1 to Noxa peptide; 1.5% of 220,000 active; TR-FRET Mcl-1/Noxa peptide binding, 2 h; inhibition, % at 21.7 µM; Q07820;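 active = compounds that cut the protein-peptide binding signal by more than 50% relative to plate controls in a single-dose test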;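 note: His-tagged Mcl-1 with rhodamine Noxa BH3 peptide and terbium anti-His antibody; 0% = Mcl-1 plus Noxa peptide wells and 100% = peptide-only wells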
An asterisk follows results filed as active; ? = inconclusive; . = no result given; & = joins results of further samples.

nr	canonical_smiles	Rab7 wt modul	Avidin bead fluor	Rab2 wt GTP	Mcl1-Bid inh	Mcl-1 Bim block	HRas wt GTP	Mcl1 Noxa PPI	Cdc42 wt GTP	Pf gamet viab	Rac1 wt modul	Rac1 mut GTP
1	COc1cccc(C(O)CC(N)=O)c1 (centres undefined)	97	8	96	-8	0	97	-8	100	-8	102	100
2	O=C(NC(=S)Nc1cc(S(=O)(=O)N2CCOCC2)ccc1O)c1ccco1	97	11	97	-26	-3	95	22	96	10	97	94
3	COc1ccc(C(=O)NNC(=O)Cc2ccc(-c3ccccc3)cc2)cc1OC	102	10	104	-29	1	104	11	104	.	102	102
4	O=c1c2ccccc2nc(SCCN2CCOCC2)n1CCc1ccccc1	98	17	97	-18	-1	98	3	99	.	99	95
5	Cc1c(C(=O)Nc2ccc(Cc3ccncc3)cc2)cccc1[N+](=O)[O-]	100	14	98	-5	-4	101	16	100	0	109	104
6	CCCCOC(=O)C1CN(c2ccccc2)N=C1C(=O)OCC (centres undefined)	94	14	101	-14	-5	100	-7	100	.	101	101
7	Nc1c(C(=O)Nc2nccs2)sc2nc(-c3cccs3)cc(C(F)(F)F)c12	96	34	101	32	-3	100	32	101	.	98	97
8	Cc1ccc(NC(NC(=O)c2cccs2)C(Cl)(Cl)Cl)cc1 (centres undefined)	96	25	98	0	0	102	-13	104	.	105	99
9	CCC(C)(C)NC(=O)C(c1ccccc1)N(C(=O)c1csnn1)C1CC1 (centres undefined)	97	7	102	-7	-4	102	2	105	.	109	101
10	CN(C)c1ccc(/C=C2\CCC/C(=C\c3ccccc3)C2=O)cc1	106	10	108	-106	-8	106	10	104	-14	109	103
11	O=C(Nc1c(F)cccc1F)c1ccc(-n2cncn2)nc1	105	9	102	-24	-2	101	12	104	.	105	99
12	CCN(CC)CCCNC(=O)Cn1cnc2sc(C)c(S(=O)(=O)N3CCN(c4ncccn4)CC3)c2c1=O	90	8	97	-36	2	97	0	95	-9	93	95
13	O=C1CC(NNc2ccccc2)C(=O)N1c1ccc(N2CCCCC2)cc1 (centres undefined)	106	10	99	-42	-1	99	15	99	-18	102	98
14	CCCCN1C(=O)C(O)(CC(=O)c2c(C)coc2C)c2ccccc21 (centres undefined)	100	11	97	-36	0	98	17	96	11	98	96
15	CSc1nc2ccc(Br)cc2[nH]1	101	11	97	-13	1	101	18	98	-22	98	97
16	c1ccc2[nH]c(-c3ccncc3)nc2c1	101	6&5	103	-47&18	1	102	5&14	107	5	104	101
17	COc1ccccc1NC(=O)CCSc1nnc(-c2ccc(O)cc2)o1	94	13	91	2	0	93	5	96	-14	95	94
18	Cc1ccc(CC(=O)Nc2nc3c(s2)CCCC3)cc1	98	9	97	-20	2	99	13	99	.	101	97
19	CCn1cc(C(=O)NCC2CCCO2)c(=O)c2cc(S(=O)(=O)N3CCCCC3)ccc21 (centres undefined)	92	3	90	2	1	90	-8	91	0	91	91
20	CCOC(=O)/C(=N\Nc1ccccc1)S(=O)(=O)c1ccccc1	97	.	100	-35	-2	101	16	102	.	103	98
21	CCCCSc1nnc(-c2ccc(NC(=O)CC)cc2)n1C	93	5	98	-50	-1	100	-15	99	17	104	102
22	CCOc1cc(C(=S)N2CCCC2)ccc1OC(=O)Cc1ccc(F)cc1	104	10	98	-40	-3	97	6	98	-1	98	96
23	O=C(Oc1cc2oc(=O)cc(-c3ccccc3)c2cc1Cl)C1CCCCC1	99	14	99	-39	-2	104	10	106	-46	112	103
24	O=C(O)Cc1ccc(C(=O)c2cccs2)s1	97	7	97	-13	3	98	5	100	.	98	98
25	O=C(OCC(=O)C12CC3CC(CC(C3)C1)C2)c1cccnc1Cl	100	10	99	-24	.	100	0	99	-22	103	100
26	Cn1c(-c2csc(-c3ccccc3)n2)n[nH]c1=S	100	11	94	0	-7	95	47	93	.	96	92
27	COC(=O)Nc1nnc(CC(=O)Nc2ccccc2C)s1	98	6	97	-9	-25	100	-12	99	.	111	103
28	COc1ccc(C(=O)COC(=O)Cn2nnc3ccccc32)cc1Br	96	5	93	3	2	97	2	97	-4	95	94
29	Cc1nnc(N2CCOCC2)c2nn(-c3cccc(Cl)c3)c(C)c12	?	33	?	-14	-20	?	12	?	-10	?	?
30	CCOC(=O)N1CCN(c2c(F)cc3[nH]c(=S)[nH]c3c2Br)CC1	97	11	94	-51	-4	98	-27	96	10	97	93
31	COC(=O)c1c(-c2ccc(C(C)(C)C)cc2)csc1NC(=O)C1C2CCC(O2)C1C(=O)O (centres undefined)	99	3	98	24	-15	98	16	97	-33	95	93
32	O=C(NC1CC1)c1ccc2c(c1)ncn2C1CCCC1	95	13	96	5	-1	97	2	99	.	97	95
33	CCC(C)(C)n1nnnc1C(c1cccnc1)N1CCCc2ccccc21 (centres undefined)	105	12	105	-63	3	106	-9	105	7	102	99
34	CCN1C(=O)c2ccccc2S(=O)c2ccc(C(=O)NC3CC3)cc21 (centres undefined)	100	7	101	2	1	100	13	102	.	104	101
35	CCOC(=O)c1c(NC(=O)COC(=O)Cn2cnc3ccccc32)sc2c1CCC(C)C2 (centres undefined)	99	7	96	7	-5	97	35	95	-25	101	95
36	O=C(NC1CCCC1)c1ccc(Br)s1	93	23	97	-12	-1	96	0	97	.	97	94
37	O=C(NCc1ccco1)C1CCCN(S(=O)(=O)c2cccc3nsnc23)C1 (centres undefined)	96	21	99	-35	0	100	0	101	16	98	98
38	NNC(=O)c1cc(Br)cs1	99	8	104	-40	1	107	0	103	0	106	101
39	CNc1ccc(/C=C2\CSc3ccccc3C2=O)cc1[N+](=O)[O-]	90	10	88	3	-1	92	23	87	6	88	86
40	COC(=O)Cn1c(=O)sc2ccccc21	101	6	105	-5	-1	104	4	106	.	104	100
41	COc1cccc(C(=O)Nc2nc3c(c(=O)[nH]2)CCCC3)c1	102	8	101	2	-3	103	1	100	.	105	100
42	CC1CN(Cc2nc3c(c(=O)n(C)c(=O)n3C)n2CC(=O)c2ccccc2)CC(C)O1 (centres undefined)	102	5	104	3	.	103	0	104	.	108	98
43	CCOc1ccc(C(CC(=O)O)NC(=O)COc2ccccc2OC)cc1OC (centres undefined)	96	21	95	2	0	96	10	94	-28	98	96
44	CCCCN(C)S(=O)(=O)c1ccc(C(=O)N=c2sc3cc(NC(C)=O)ccc3n2C)cc1	99	2	98	70*	-29	100	29	99	18	104	100
45	Cc1cc(-c2nn(-c3ccccc3)cc2/C=C2\SC(N)=NC2=O)ccc1OC(C)C	98	7	101	0	94*	101	-3	98	6	103	102
46	NC(CC(=O)NC(c1ccccc1)(c1ccccc1)c1ccccc1)C(=O)O (centres undefined)	98	9	99	42	-1	97	14	100	14	102	97
47	CCOC(=O)Cc1csc(NC(=O)CCS(=O)(=O)Cc2ccccc2)n1	101	11	99	-20	-3	99	7	101	.	105	102
48	Cc1[nH]n(-c2ccccc2)c(=O)c1/C=N/N1C(=O)c2cccc3cccc(c23)C1=O	96	11	89	-70	2	91	-54	87	-2	91	88

6 of the entries above in order of the Mcl1-Bid inh value, smallest number first.
entry | Structure | Rab7 wt modul | Avidin bead fluor | Rab2 wt GTP | Mcl1-Bid inh | Mcl-1 Bim block | HRas wt GTP | Mcl1 Noxa PPI | Cdc42 wt GTP | Rac1 wt modul | Rac1 mut GTP
48 | Cc1[nH]n(-c2ccccc2)c(=O)c1/C=N/N1C(=O)c2cccc3cccc(c23)C1=O | 96 | 11 | 89 | -70 | 2 | 91 | -54 | 87 | 91 | 88
37 | O=C(NCc1ccco1)C1CCCN(S(=O)(=O)c2cccc3nsnc23)C1 (centres undefined) | 96 | 21 | 99 | -35 | 0 | 100 | 0 | 101 | 98 | 98
26 | Cn1c(-c2csc(-c3ccccc3)n2)n[nH]c1=S | 100 | 11 | 94 | 0 | -7 | 95 | 47 | 93 | 96 | 92
43 | CCOc1ccc(C(CC(=O)O)NC(=O)COc2ccccc2OC)cc1OC (centres undefined) | 96 | 21 | 95 | 2 | 0 | 96 | 10 | 94 | 98 | 96
42 | CC1CN(Cc2nc3c(c(=O)n(C)c(=O)n3C)n2CC(=O)c2ccccc2)CC(C)O1 (centres undefined) | 102 | 5 | 104 | 3 | . | 103 | 0 | 104 | 108 | 98
35 | CCOC(=O)c1c(NC(=O)COC(=O)Cn2cnc3ccccc32)sc2c1CCC(C)C2 (centres undefined) | 99 | 7 | 96 | 7 | -5 | 97 | 35 | 95 | 101 | 95

2 entries from above, reformatted:
Under each structure: Rab7 wt modul	Avidin bead fluor	Rab2 wt GTP	Mcl1-Bid inh	Mcl-1 Bim block	HRas wt GTP	Mcl1 Noxa PPI	Cdc42 wt GTP	Pf gamet viab	Rac1 wt modul	Rac1 mut GTP
#2 O=C(NC(=S)Nc1cc(S(=O)(=O)N2CCOCC2)ccc1O)c1ccco1
 : 97	11	97	-26	-3	95	22	96	10	97	94
#3 COc1ccc(C(=O)NNC(=O)Cc2ccc(-c3ccccc3)cc2)cc1OC
 : 102	10	104	-29	1	104	11	104	.	102	102
